Bioassay records: PubChem BioAssay, National Center for Advancing Translational Sciences (NCATS)
WRN inhibitor: qHTS for Inhibitors of WRN Helicase; WRN helicase unwinding, fluorescent forked duplex, kinetic; actives 0.46% (n = 360,000); Potency, µM (doses to about 114 µM), without a hit: at the top dose activity change, negative = inhibition, hits mostly inhibitors; Bifunctional 3'-5' exonuclease/ATP-dependent helicase WRN (Homo sapiens), Q14191; further: potency means the concentration at half of the fitted maximal effect; on the % scale 0 is the no-effect control and ±100 the full control effect; nearly all actives have a fitted effect of over 55% in size
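Screening of the MLSMR collection measured strand separation of a quenched forked DNA duplex (100 nM) by 20 nM WRN with 2 mM ATP, all final. Compounds were preincubated with enzyme 15 min at room temperature.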
EPAC1 antag: qHTS for Antagonist of cAMP-regulated guanine nucleotide exchange factor 3 (EPAC1): primary screen | actives 0.14% (n = 360,000) | AID 720709, 2013 | Rap guanine nucleotide exchange factor 3 (Homo sapiens), O95398 | EPAC1 GEF assay, Rap1b-BODIPY-GDP exchange fluorescence | Potency, µM (series often up to 115 µM), inactives show at the top dose activity change, negative = inhibition, usual class: inhibitors;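 further: potency means the concentration at half of the fitted maximal effect; plate controls were vehicle for no effect and positive control for full effect; nearly all actives have a fitted effect of over 50% in size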
EPAC2 agonist: qHTS for Agonist of cAMP-regulated guanine nucleotide exchange factor 4 (EPAC2): primary screen | Rap guanine nucleotide exchange factor 4 (Homo sapiens), Q8WZA2 | EPAC2 activation, biochemical qHTS; response scale: 100% = 6.5 mM cAMP response | Potency, µM (top dose mostly 154 µM), inactives show at the highest dose activation, most hits filed as activators | actives 0.079% (n = 360,000); further: potency means the concentration at half of the fitted maximal effect; nearly all actives have a fitted effect of over 50% in size
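In this primary screen, activation is scored as increased exchange of BODIPY-GDP from Rap1B by 100 nM EPAC2, with 50 uM GDP as competitor. Signal is normalized to the 6.5 mM cAMP agonist control.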
EPAC1 ag: qHTS for Agonist of cAMP-regulated guanine nucleotide exchange factor 3 (EPAC1): primary screen | Rap guanine nucleotide exchange factor 3 (Homo sapiens), O95398 | EPAC1 agonist qHTS, biochemical assay; response scale: 100% = response to 6.5 mM cAMP | Potency, µM (top dose mostly 154 µM), for the others: top-dose activation, usual class: activators | actives 0.073% (n = 360,000) | AID 720707, 2013; further: potency means the concentration at half of the fitted maximal effect; nearly all actives have a fitted effect of over 60% in size
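Multi-concentration qHTS readout: loss of Rap1B-bound BODIPY-GDP fluorescence driven by 100 nM EPAC1 with excess GDP (50 uM), monitored kinetically at room temperature; agonist response expressed relative to 6.5 mM cAMP.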
IL-2 act: qHTS of IL-2 Activators; IL-2 activation reporter assay, cell-based qHTS; stimulated with anti-CD3/CD4/CD28 beads; in transgenic mouse T cells; activation, % (series mostly up to about 46 µM); actives 0.065% (n = 360,000); AID 652025, 2013; in the data active means activation above about 50%; inconclusive means mostly about 30% to 49%; further: 0% is about no effect
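First, unstimulated transgenic mouse T cells were exposed to compound for 60 min. Next, anti-CD3/anti-CD4-coated beads with anti-CD28 were added. Finally, after 18 h at 37 degrees C, EGFP and DsRed were imaged.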
CCT chaperon mod: High-Throughput Screening for Modulators of Cytosolic Chaperonin Activity; purified chaperonin ATPase assay, HTRF ADP detection, 30 min; activity change, % (concentration not given with the values), hits read low; actives 0.3% (n = 360,000); AID 651819, 2012; in the data active means activity change below about -30%; further: on the % scale 0 is the no-effect control and ±100 the full control effect
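TRiC at 40 or 20 nM final (batch-dependent) in 30 mM Tris pH 7.4, 100 mM KCl, 5 mM MgCl2, 1 mM DTT, with compound at single 76 uM and 10 uM ATP, 30 min at 37 deg C. ADP detected by HTRF Transcreener, 665/615 ratio.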
PLK1 PBD inh: qHTS for Inhibitors of PLK1-PDB (polo-like kinase 1 - polo-box domain): Primary Screen. Plk1 PBD binding of FITC phosphopeptide, fluorescence polarization. Potency, µM, for the others: max response, negative = inhibition, actives largely listed as inhibitors. actives 2.8% (n = 360,000); further: potency means the concentration at half of the fitted maximal effect; series mostly up to about 57 µM; on the % scale 0 is the no-effect control and ±100 the full control effect; nearly all actives have a fitted effect of over 65% in size
Target sequence (P53350 whole entry, looked up, the tested form may be a part): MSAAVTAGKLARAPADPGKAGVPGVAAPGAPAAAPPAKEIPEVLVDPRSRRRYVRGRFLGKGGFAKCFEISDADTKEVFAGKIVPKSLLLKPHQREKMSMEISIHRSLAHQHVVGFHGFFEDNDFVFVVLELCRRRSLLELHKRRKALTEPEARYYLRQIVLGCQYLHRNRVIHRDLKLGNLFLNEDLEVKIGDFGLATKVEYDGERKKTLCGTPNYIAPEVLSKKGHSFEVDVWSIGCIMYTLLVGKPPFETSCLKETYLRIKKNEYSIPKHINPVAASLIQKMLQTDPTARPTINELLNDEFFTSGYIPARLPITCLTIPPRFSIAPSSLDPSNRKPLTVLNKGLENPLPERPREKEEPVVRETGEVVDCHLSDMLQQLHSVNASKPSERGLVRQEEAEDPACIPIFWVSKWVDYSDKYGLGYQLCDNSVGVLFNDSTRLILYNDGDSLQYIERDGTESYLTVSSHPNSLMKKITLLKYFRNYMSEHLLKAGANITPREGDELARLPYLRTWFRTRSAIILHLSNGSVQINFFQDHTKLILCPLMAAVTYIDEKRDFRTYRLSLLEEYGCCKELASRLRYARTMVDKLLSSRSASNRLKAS
PI5P4Ka inh: qHTS for Inhibitors of phosphatidylinositol 5-phosphate 4-kinase (PI5P4K) | AID 652105, 2013 | actives 1.2% (n = 330,000) | PI5P4Kalpha enzyme, ADP-Glo luminescence, 60 min; stronger effect = lower value | Phosphatidylinositol 5-phosphate 4-kinase type-2 alpha (Homo sapiens), P48426 | max response, %; active means max response of -50% or lower; inconclusive means between -30% and -50%; inactive means -30% or higher; further: value at the top dose of about 77 µM; on the % scale 0 is the no-effect control and ±100 the full control effect
Target sequence (P48426 whole entry, looked up): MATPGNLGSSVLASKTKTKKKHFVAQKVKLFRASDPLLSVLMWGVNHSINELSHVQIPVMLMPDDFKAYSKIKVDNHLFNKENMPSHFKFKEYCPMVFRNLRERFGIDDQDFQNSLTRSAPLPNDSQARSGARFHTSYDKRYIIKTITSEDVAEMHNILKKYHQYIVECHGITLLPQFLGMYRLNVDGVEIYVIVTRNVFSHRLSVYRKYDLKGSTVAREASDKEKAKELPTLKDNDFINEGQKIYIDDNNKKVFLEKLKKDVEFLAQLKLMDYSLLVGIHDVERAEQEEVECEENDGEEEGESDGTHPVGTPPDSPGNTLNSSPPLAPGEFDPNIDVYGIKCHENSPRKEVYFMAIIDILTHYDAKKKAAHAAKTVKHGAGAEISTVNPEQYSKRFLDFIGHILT
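Controls without substrate or without enzyme flank wells where PI5P4Kalpha converts substrate using 5 microM ATP (final). Incubation lasts 60 minutes at room temperature; ADP formed is read by ADP-Glo luminescence.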
* hit, by the source's call; ? = inconclusive; . = no result given; [ ] = dose if it differs, or a comment. Unless noted, the call rests on the fitted dose curve; in most records, active means well fitted curve in the direction sought with a large enough effect; inconclusive means small, poorly fitted or top-dose-only effect, or another doubt; inactive means no such curve, though single readings can be large; an effect the other way counts as inactive or inconclusive. Not all compounds are listed (hit frequency here may not be typical).

Molecule	WRN inhibitor	EPAC1 antag	EPAC2 agonist	EPAC1 ag	IL-2 act	CCT chaperon mod	PLK1 PBD inh	PI5P4Ka inh
O=C(Cc1ccccc1)NN1C(=O)C2C3C=CC(C3)C2C1=O (centres undefined)	1%	-29%	8%	-12%	-0.5	-1.3	-9%	-6
Cc1cc(C)c(C#N)c(SCc2cc3c(cc2Cl)OCO3)n1	-3%	7%	4%	1%	-1.7	-3.6	-6%	.
O=C(/C=C/c1ccccc1)NC(=S)Nc1ncccn1	5%	-2%	-3%	5%	-1.9	-0.8	-3%	-14
Cc1cccc(OCCc2c(C)[nH]c(=S)[nH]c2=O)c1	-24%	-8%	5%	2%	-1.2	-0.1	?	0
Cc1onc(-c2ccccc2)c1C(=O)Nc1ccc2c(c1)OCCO2	2%[57.1 µM]	11%	6%	2%	-3.0	1.3	2%	.
CC(C)(C)NC(=O)C1Cc2ccccc2CN1C(=O)Nc1ccccc1Cl (centres undefined)	3%	3%	1%	0%	0.5	-1.1	-5%	0
O=C(c1cc2ncc(Br)cn2n1)N1CCN(C(=O)c2ccco2)CC1	?	-4%	17%	-3%	1.0	-3.5	-15%	2
O=C(CNC(=O)c1cccc(F)c1)N/N=C/c1ccc([N+](=O)[O-])s1	6%	-5%	14%	-9%	0.2	-3.9	-6%	-1
Cc1ccc(NCC(O)Cn2cnc3c2c(=O)n(C)c(=O)n3C)cc1 (centres undefined)	-9%	11%	8%	2%	-0.2	0.7	-2%	7
COc1ccc(C(=O)Nc2ccccc2C(=O)NCc2ccco2)cc1	-6%	-22%	1%	1%	-0.6	2.6	-13%	-2
CCc1ccc2nc(N=C(N)N)nc(C)c2c1	79%[activator]	4%	-5%	-7%	-4.1	0.3	-4%	-2
Cc1ccccc1NC(=O)COC(=O)Cc1cccc(C(F)(F)F)c1	13%	16%	2%	-7%	0.3	-2.6	-4%	-2
O=C(CNC(=O)c1cccs1)NCC(=O)OCc1c(F)cccc1Cl	4%	-11%	8%	6%	-0.8	-1.7	-8%	1
COc1ccc(N(CC(=O)NCC2CCCO2)S(=O)(=O)c2c(C)noc2C)cc1 (centres undefined)	9%	3%	1%	-1%	-0.8	-65*	0%	.
O=c1[nH]c(C(F)(F)F)nc2ccc3ccccc3c12	-9%	3%	-2%	-2%	-0.2	-8.4	2%	-9
c1ccc(Nc2nc3ccccc3[nH]2)nc1	8%	13%	-3%	-7%	0.9	2.2	-26%	0
Nc1nc(-c2ccccc2Cl)cs1	-14%	12%	3%	6%	1.8	-0.3	19µM*	-4
COCCSc1ccccc1C(=O)N1CCc2ccccc2C1	15%	11%	3%	-2%	-0.1	-0.6	-12%	-5
CS(=O)(=O)c1nc(-c2ccccc2)c(-c2ccccc2)[nH]1	0%	4%	1%	6%	0.1	2.5	-7%	8
CCc1ccc(N(CC(=O)NC2CCCCC2)S(=O)(=O)c2c(C)noc2C)cc1	8%	8%	-11%	-17%	-1.5	-3.2	-7%	-2
COC(=O)c1cc(NC(=O)c2nn(C)c(=O)c3ccccc23)cc(C(=O)OC)c1	-9%	-15%	-3%	-3%	0.4	-0.8	-4%	-1
O=C(Nc1ccccc1Cl)c1ccc(Cl)cc1Cl	4%	-18%	5%	0%	0.7	-1.4	-16%	4
CC1CCC2C(=O)N(c3cc(Cl)ccc3OC(=O)c3ccco3)C(=O)C2C1 (centres undefined)	-2%	-3%	5%	0%	-2.2	-0.9	-5%	10
Cn1cc(CN2CCN(CC(C)(C)C)C(CCO)C2)c2ccccc21 (centres undefined)	7%	-21%	-1%	1%	-1.0	-0.3	-11%	4
N#Cc1ccccc1NC(=O)COC(=O)COc1ccccc1[N+](=O)[O-]	-32%	-1%	3%	9%	1.2	0.0	-5%	-18
Brc1cccc(-c2nnc3n2CCCCC3)c1	-4%	-7%	1%	13%	0.1	1.6	-3%	7
CC(Oc1ccc(Cl)cc1Cl)c1ccnc(N)n1 (centres undefined)	-7%	-16%	-4%	-7%	0.2	0.4	-1%	11
COCCNC(=S)N/N=C/c1ccc([N+](=O)[O-])cc1	-8%	-16%	-4%	0%	-1.6	1.2	-5%	0
COc1cc(OC)c(N2CC(C(=O)Nc3cc(Cl)ccc3N3CCOCC3)CC2=O)cc1Cl (centres undefined)	-15%	-6%	12%	6%	-4.4	2.0	-6%	2
NS(=O)(=O)c1ccc(NC(=O)CSc2ccc3ccccc3n2)cc1	-4%	-5%	-3%	-2%	-1.4	-0.3	-1%	.
Cc1ccc2cccc(OCc3nnc(SCC(=O)O)n3C)c2n1	-1%	-2%	4%	1%	0.7	-1.8	-8%	4
Cc1ccc(NC2CCCN(C(=O)c3ccoc3C)C2)cc1C (centres undefined)	-9%	1%	-1%	1%	-2.0	0.5	-1%	-5
O=C(O)c1ccc(-c2ccc(OS(=O)(=O)c3ccccc3F)cc2)cc1	-10%	7%	-12%	-2%	-1.0	2.6	-3%	-15
COc1ccccc1Nc1nc(-c2c(C)nc3ncccn23)cs1	-24%	-9%	3%	3%	-2.2	-2.3	-16%	0
CCOc1ccc(NC(=O)CN(C)C(=O)c2cccc(S(=O)(=O)N3CCN(C)CC3)c2)cc1OCC	4%	-2%	4%	8%	-0.7	1.1	-6%	0
COc1ccc(/C=N/n2cnnc2)cc1Oc1nc(Cl)ncc1F	-6%	-2%	-4%	6%	-0.4	-3.0	-8%	0
CCCCN(C(=O)CSc1nc2ccccc2s1)c1c(N)n(CCCC)c(=O)[nH]c1=O	-7%	2%	-13%	7%	1.5	-6.5	?	-7
CN(C)CCC(O)(c1ccccc1)c1ccccc1	-2%	13%	4%	0%	0.3	-0.7	-5%	.
COc1ccc(C(=O)Nc2cc(C)on2)cc1OC	6%	-12%	2%	-2%	-1.5	-0.4	-1%	-5
CN(C)Cc1c(C(=O)N/N=C/c2ccc(-c3ccccc3)cc2)nnn1-c1nonc1N	-5%	-11%	6%	14%	-3.1	-4.0	21µM*	-9
Cc1cccc(NC(=O)CSc2nnc(C3CC3)n2CC2CCCO2)c1 (centres undefined)	3%	-16%	-9%	-8%	3.7	2.1	-3%	4
Cc1c(O)c(S(=O)c2ccccc2)c(=O)n(-c2ccccc2)c1-c1ccccc1 (centres undefined)	-20%	3%	-2%	-10%	-0.2	-0.2	?	-4
Cc1ccccc1C(=O)N1CCC(C(=O)Nc2ccc(C)c(S(=O)(=O)N3CCCCC3)c2)CC1	-3%	-16%	7%	-4%	-0.8	1.0	-9%	-3
O=C(NCc1ccccc1)C(c1cccnc1)N(Cc1ccco1)C(=O)c1ccccn1 (centres undefined)	1%	11%	-5%	-3%	-2.8	-1.0	-10%	-3
Cc1cccn2c(=O)c3cc(C#N)c(=N)n(CCCN4CCOCC4)c3nc12	3%	10%	3%	-8%	-4.1	2.3	-8%	4
Cc1ccc(Cl)cc1NC(=O)C1CCCN(S(C)(=O)=O)C1 (centres undefined)	-11%	1%	0%	15%	0.6	2.1	0%	1
Cc1ccc(CN(C(=O)c2c(F)cccc2F)C2CC(C)(C)NC(C)(C)C2)o1	1%	5%	4%	4%	-2.4	-2.5	2%	.
CCOC(=O)N1CCN(C(=O)c2ccc(CN(c3ccc(C)c(C)c3)S(C)(=O)=O)cc2)CC1	2%	11%	-1%	5%	-0.8	1.7	-15%	-4
CCCCn1c(N)c(N(CCC(C)C)C(=O)CC2CCCCC2)c(=O)[nH]c1=O	-8%	-5%	-7%	40%	0.5	1.9	-3%	1
Cc1ccc(NCc2nc(SCC(=O)Nc3ccccc3)n[nH]2)cc1	?	1%	-1%	8%	0.2	-0.1	-8%	5

(list continues)
Molecule	WRN inhibitor	EPAC1 antag	EPAC2 agonist	EPAC1 ag	IL-2 act	CCT chaperon mod	PLK1 PBD inh	PI5P4Ka inh
O=C(NCc1ccccc1)C1c2ccccc2OCC(=O)N1Cc1ccccc1 (centres undefined)	-2%	-3%	3%	4%	-0.1	0.1	3%	-1
COc1cccc(-c2noc(N)c2C#N)c1	-16%	-2%	1%	10%	3.6	-4.7	-5%	.
CCO[C@@H]1OC(C(=O)Nc2ccccc2)=C[C@H](c2ccc(C(F)(F)F)cc2)[C@H]1CCCO	-5%	-10%	-5%	-9%	-0.5	-0.7	-3%	14
CCc1ccc(NC(=O)CSc2nc3ccccc3nc2N2CCCCC2)cc1	-6%	0%	8%	7%	-3.7	-0.1	6%	11
C/C(N)=C(/C#N)C(=O)CSc1nc2cc(Cl)ccc2c(=O)n1Cc1ccco1	-29%	-29%	-1%	6%	-0.9	0.3	-19%	?
CC(=O)c1cc(F)ccc1OCC(=O)N1CCCc2ccccc21	13%	9%	7%	7%	1.1	-2.5	0%	0
CCCOc1ccc(C2/C(=C(\O)c3c(C)[nH]c(C(=O)OC)c3C)C(=O)C(=O)N2CCN(C)C)cc1 (centres undefined)	-4%	-11%	3%	5%	-0.2	0.4	-6%	-3
Cc1ccc2cc(CN(c3ccccc3C)S(=O)(=O)c3ccccc3)c(=O)[nH]c2c1	-7%	-15%	11%	0%	-3.0	-0.4	?	-6
CC(C)CNC(=S)N1CCC(c2nc(-c3ccc(F)cc3)no2)CC1	-1%	-6%	15%	1%	-0.6	2.4	-3%	9

Gathered by group, the entries above with two or more sulfur atoms.
Molecule	WRN inhibitor	EPAC1 antag	EPAC2 agonist	EPAC1 ag	IL-2 act	CCT chaperon mod	PLK1 PBD inh	PI5P4Ka inh
NS(=O)(=O)c1ccc(NC(=O)CSc2ccc3ccccc3n2)cc1	-4%	-5%	-3%	-2%	-1.4	-0.3	-1%	.
CCCCN(C(=O)CSc1nc2ccccc2s1)c1c(N)n(CCCC)c(=O)[nH]c1=O	-7%	2%	-13%	7%	1.5	-6.5	?	-7
